TTR transcr act: TTR transcription activation, primary screen; SH-SY5Y TTR promoter Gaussia luciferase, luminescence; 100% = recombinant luciferase protein wells; activation, % at 16.7 µM; actives 1.3% (n = 92,000);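 active = activation above the mean of all tested compounds plus 3 SD, cut at about 9.5% in these data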;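 note: cells exposed to compounds for one day before reading; 0% = median of all test compound wells on the plate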
* = called active by the depositor.

SMILES	TTR transcr act
CC1=NN(c2ccccc2)C(=O)/C1=C/c1ccc(-c2ccc(C)c(C(=O)O)c2)o1	-0.9
Cc1ccc(Sc2ccc(CN3CCCC3)cc2[N+](=O)[O-])cc1	1.1
COc1ccc(NC(=O)C2CC(c3ccc(OC)c(OC)c3)=NO2)cc1OC (stereo not drawn)	0.2
Cc1nnc(SCC(=O)N(Cc2ccccc2)C(C)C)n1-c1ccccc1	1.4
Cc1ccc(NC(=O)c2ccc(Nc3ccccc3F)nc2)cc1	0.7
CCc1ccc(CN(C)C(=O)CCc2nnc(COc3ccccc3)o2)cc1	3.8
CC(=O)Nc1ccc(NC(=O)C(C)OC(=O)C2(c3ccc(Cl)cc3)CCCC2)cc1 (stereo not drawn)	0.0
Cc1cc(=O)cc(C)n1-c1ccc(Cl)cc1	-0.6
COC(=O)[C@]12C[C@H](CC(=O)NCCC(C)C)C(=O)N(Cc3ccc(Cl)cc3Cl)C1=C[C@H](C(C)C)O[C@@H]2C1CC1	0.5
Cc1nnc(SCc2nc3sc4c(c3c(=O)[nH]2)CCCC4)[nH]c1=O	1.7
CCC(=O)N1Cc2cc(C(=O)NCC(F)(F)F)nc(-c3cccc(-c4cncnc4)c3)c2[C@H]1CCO	0.2
Cc1noc(C)c1S(=O)(=O)N1CCCC(C(=O)NC2CCCCC2)C1 (stereo not drawn)	6.4
CCCCCCCCN1C(=O)[C@@H](CC(=O)NCCCOC)C[C@@]2(C(=O)OC)C1=C[C@H](C(C)C)O[C@@H]2C1CC1	-0.6
COc1cc(C(=O)Nc2cccc3cccnc23)cc(OC)c1OC	-5.2
CCC(C)/C(C)=N/NC(=O)C1COc2ccccc2O1 (stereo not drawn)	-1.2
COc1ccccc1C(=O)NCCC(=O)Nc1ccc(S(=O)(=O)N2CCC(C)CC2)cc1	-1.9
N#CC(CO)(Cc1ccc(OC(F)F)cc1)c1nc2ccccc2[nH]1 (stereo not drawn)	0.0
Cc1ccc(SCc2cc(=O)[nH]c(N3CCCCC3)n2)cc1	1.2
CC(NCc1ccc(S(N)(=O)=O)cc1)C(=O)Nc1ccc([N+](=O)[O-])cc1Cl (stereo not drawn)	2.1
CCOC(=O)c1c(C)c(C(=O)OCC)n(C)c1C	-1.4
CN(C)/C=C/c1onc(-c2c(F)cccc2Cl)c1C#N	1.5
O=C(N/N=C/c1ccccc1OCc1ccccc1)c1cccnc1	-1.5
COC(=O)[C@]1(Cc2ccccc2)N[C@H](CN(C)S(=O)(=O)c2ccc(F)cc2)[C@@H]2C(=O)N(Cc3ccccc3)C(=O)[C@@H]21	-1.6
COc1ccccc1C(=O)N/C(=C/c1ccco1)C(=O)Nc1cccc(C(=O)O)c1	0.1

Looked up by structure from the entries so far, 2 records:
SMILES	TTR transcr act
CCCCCCCCN1C(=O)[C@@H](CC(=O)NCCCOC)C[C@@]2(C(=O)OC)C1=C[C@H](C(C)C)O[C@@H]2C1CC1	-0.6
CCC(=O)N1Cc2cc(C(=O)NCC(F)(F)F)nc(-c3cccc(-c4cncnc4)c3)c2[C@H]1CCO	0.2

New compounds follow:
SMILES	TTR transcr act
C[C@@H]1CN([C@@H](C)CO)C(=O)CCCn2nncc2CO[C@@H]1CN(C)C(=O)Nc1ccccc1C(F)(F)F	4.6
C/C(=N\NC(=O)c1cccc(Cl)c1)C1C(=O)c2ccccc2C1=O	-3.0
O=C(Nc1ccc2nc(-c3ccco3)[nH]c2c1)c1cccs1	5.6
COc1ccc(N2C(=O)NC3CC2(C)Oc2ccc(Br)cc23)cc1OC (stereo not drawn)	1.4
CS(=O)(=O)n1nc(-c2ccc(Cl)cc2)nc1N	-0.1
O=C(c1cccc(Cl)c1)N1CCCc2ccccc21	3.3
N#Cc1c(Nc2ccc(Cl)cc2)s[nH]c1=O	-1.7
COCCn1c(-c2ccccc2)cnc1N	0.4
CC1=[N+]([O-])C(C)(C)N(O)C1(C)C	0.7
O=C(O)c1cc2nccc(-c3ccco3)n2n1	2.1
Cc1ncn(C23CC4CC(CC(C4)C2)C3)n1	7.0
Cn1c2ccccc2c(=O)c2cc(C#CC3=CCCCC3)ccc21	-3.0
N#Cc1cc(S(=O)(=O)c2ccc(Cl)cc2)c(N)[nH]c1=O	0.6
COC(=O)c1ccc(NC(C(=O)OC)C(C)C)c([N+](=O)[O-])c1 (stereo not drawn)	-0.8
Clc1ccc(-c2nnc(-c3ccc(Br)cc3)c(N3CCSCC3)n2)cc1	0.2
O=C(Nc1ncc([N+](=O)[O-])s1)c1ccco1	1.7
Cc1[nH]n(-c2ccc(C(=O)O)cc2)c(=O)c1CCO	-1.6
Cc1ccc(/C=N/NC(=O)CNC(=O)Cc2ccccc2)o1	-0.2
CC(C)c1ccc(OCC(=O)NC2CCCC2)cc1	-1.6
COc1ccccc1N1CCN(C2CC(=O)N(c3ccc(Cl)cc3)C2=O)CC1 (stereo not drawn)	-0.2
O=C(NCc1cccnc1)NC1(c2ccccc2)CC1	-0.4
CC(C)N(Cc1ccccc1)C(=O)COC(=O)c1ccc(S(=O)(=O)N2CCOCC2)cc1	-0.1
C/C(=N/OC(=O)c1ccc(C)cc1)c1cccs1	1.2
Cc1c(Cl)cccc1NC(=O)CC1Sc2ccccc2NC1=O (stereo not drawn)	-2.1
COc1ccc(Cc2noc(CN3CCN(c4ccc(Cl)cn4)CC3)n2)cc1OC	-4.1
OCC[C@H]1NCc2cc(CO)cc(-c3ccccc3)c21	2.1
O=c1[nH]ncc(N/N=C/c2ccccc2)c1Cl	-0.8
CCC(OC(=O)c1ccco1)C(=O)NCc1ccco1 (stereo not drawn)	0.5
Cc1cc2c(c(=O)n1Cc1ccco1)C(c1cccnc1)C(C#N)=C(N)O2 (stereo not drawn)	2.0
Cn1c(SCC(=O)c2cccs2)nnc1-c1ccco1	0.6
Cc1nc2c(C#N)cnn2c2c1CCNN2C	1.5
Cc1cccc2cc(-c3nc4c(C)cccn4c3NCc3ccco3)c(=O)[nH]c12	-2.8
CCOC(=O)C1=C(COC(=O)CCc2ccc(CC)cc2)NC(=O)NC1C (stereo not drawn)	0.5
COCCNC(=S)N1CCN(c2nc(-c3cccc(OC)c3)cs2)CC1	1.4
CC(C)CN(C(=O)CSc1nnc2ccccn12)c1c(N)n(CC(C)C)c(=O)[nH]c1=O	2.2
COc1ccc(CN2C(=O)CCC2(C)c2nnnn2-c2c(C)cccc2C)cc1 (stereo not drawn)	2.1
O=C(COC(=O)c1ccc(O)cc1)Nc1ccc(N2CCCCC2)cc1	3.4
CCCCCCCCCCOC(=O)Cn1c(COc2cccc(C)c2)[n+](C)c2ccccc21	-3.9
Cc1ccc(NC(=O)C(C)Sc2nnc(C)n2C2CC2)cc1S(=O)(=O)N1CCOCC1 (stereo not drawn)	-1.1
CCCn1c(SCC(=O)Nc2nc3ccccc3s2)nc2c1c(=O)n(C)c(=O)n2C	7.2

Arranged by count of non-hydrogen atoms (high to low): 7 of the compounds above.
SMILES	TTR transcr act
CCCCCCCCCCOC(=O)Cn1c(COc2cccc(C)c2)[n+](C)c2ccccc21	-3.9
CC(C)CN(C(=O)CSc1nnc2ccccn12)c1c(N)n(CC(C)C)c(=O)[nH]c1=O	2.2
CCCn1c(SCC(=O)Nc2nc3ccccc3s2)nc2c1c(=O)n(C)c(=O)n2C	7.2
COc1ccc(CN2C(=O)CCC2(C)c2nnnn2-c2c(C)cccc2C)cc1 (stereo not drawn)	2.1
CCOC(=O)C1=C(COC(=O)CCc2ccc(CC)cc2)NC(=O)NC1C (stereo not drawn)	0.5
COCCNC(=S)N1CCN(c2nc(-c3cccc(OC)c3)cs2)CC1	1.4
Cc1nc2c(C#N)cnn2c2c1CCNN2C	1.5

Remaining list, next part.
SMILES	TTR transcr act
C/C(CC(=O)Nc1ccc(N(C)C)cc1)=N\NC(=O)c1ccc(C(C)(C)C)cc1	-0.5
Cc1cc2nc(=O)c(/C=C3\C=Nc4ccccc43)c(N)n2o1	1.8
COc1ccc(CCNC(=O)C2CCN(S(=O)(=O)c3ccc(SC)cc3)CC2)cc1	0.0
N#C/C(=C(O)\C=C\c1ccccc1)c1nc2ccccc2[nH]1	-1.5
CCCS(=O)(=O)N1CCC(C(=O)NCCC(C)C)CC1	-1.9
COC1(C)CC2C(CC1OC(=O)c1cc([N+](=O)[O-])cc([N+](=O)[O-])c1)C2(C)C (stereo not drawn)	-1.9
Cc1ccccc1-c1nn(-c2ccc(F)cc2F)cc1CNCC(C)O (stereo not drawn)	-0.1
O=C(Oc1ccc(-c2nnco2)cc1)N1CCCCC1	-0.6
CCOC(=O)Cc1csc(NC(=O)C2C3C=CC(C3)C2C(=O)O)n1 (stereo not drawn)	1.3
CC(=O)Nc1ccc(Oc2ccc3c(c2)C(=O)NC3=O)cc1	-0.7
COc1ccc2[nH]cc(CCNC(=O)/C=C/[C@H]3O[C@@H](n4cnc5c(NC(=O)c6ccccc6)ncnc54)[C@H](O)[C@@H]3O)c2c1	0.0
O=C(c1ccc(F)cc1)N1C2CCC1CC(O)(c1ccc(F)cc1)C2 (stereo not drawn)	-1.8
COC(=O)CCc1sc(Nc2ccc(Br)cc2)nc1-c1ccc(OC)cc1	-0.9
Cc1ccc(CSc2ncccc2C(=O)O)cc1	2.2
CC1(C)Oc2ccc(C(=O)NC3CCCC3)cc2N(CC(=O)N2CCOCC2)C1=O	-3.2
CCCn1cc(NC(=O)c2cc(-c3ccccc3)on2)cn1	-0.2
Cc1nn2cc(-c3ccc(Cl)cc3)cnc2c1Cl	1.2
CCCCC(=O)Nc1nc2ccc(C(=O)OC)cc2s1	-1.1
COC(=O)C1C(=O)c2c(n[nH]c2C)CC1(C)C (stereo not drawn)	-1.1
CC1(C)CC(=O)C2=C(C1)OC1=C(C(=O)CC(C)(C)C1)C2c1ccc(O)cc1O	-7.5
CC(C)[C@H](NC(=O)[C@@H]1Cc2ccccc2CN1)C(=O)NC1CCCCC1	1.8
O=C1CCCC(O)=C1C=Nc1cccc(C(F)(F)F)c1	-0.7
COc1ccccc1C(=O)O/N=C(/c1ccncc1)c1ccc([N+](=O)[O-])cc1	-3.0
OCC[C@@H]1C[C@H](O)[C@@H](O)[C@@]2(OCCCc3cc(Cl)ccc32)O1	3.4
Cc1cc(NC(=O)Nc2cccc3ccccc23)no1	1.6
CN1CCC(N2CCN(C3CN(C4CCCCC4)S(=O)(=O)C3)CC2)CC1 (stereo not drawn)	1.0
CC(O)CNc1nc(N)[nH]c(=O)c1N=Nc1ccccc1 (stereo not drawn)	1.6
CC(=O)c1cccc(NC(=O)N2CCC(NC(=O)c3ccco3)CC2)c1	2.1
O=C(N/N=C/c1ccc([N+](=O)[O-])o1)c1ccccc1NS(=O)(=O)c1cccs1	0.3
Cc1ccc(/C=C2/SC(=S)N(CCC(=O)N3CCN(C)CC3)C2=O)cc1	-0.8
CC(NC(=O)CSc1nc2ccccc2c(=O)n1CCCO)c1ccccc1 (stereo not drawn)	4.0
CSc1cccc(NC(=S)N2CCC(N(C)C3CCCCC3C)CC2)c1 (stereo not drawn)	-1.1
Cn1c2ccccc2c2cnn(CC(=O)O)c(=O)c21	3.1
O=C(Nc1ccccc1)c1cnc[nH]1	-1.8
CC(=O)Nc1ccc(NC(=O)Nc2ccc3c(c2)N(C)C(=O)CS3)cc1	10.1*
O=C(Nn1cnnc1)c1cc([N+](=O)[O-])cc([N+](=O)[O-])c1	2.7
O=C(COc1cc2oc(=O)cc(-c3ccccc3)c2cc1Cl)NCC1CCC(C(=O)O)CC1 (stereo not drawn)	4.8
COc1ccccc1C(=O)NNC(=O)c1ccccc1F	-1.1
O=C(NS(=O)(=O)c1ccccc1)c1ccccc1O	5.7
CCCCNC(=O)Nc1c(C(=O)OCC)[nH]c2ccccc12	1.0
CCOC(=O)C1=C(COC(=O)c2ccc([N+](=O)[O-])o2)NC(=O)NC1C (stereo not drawn)	0.3
CCCCc1ccc2nc(NC(=O)c3cccs3)sc2c1	1.4
CCCCCCCC1=NN(c2ccc(S(=O)(=O)O)cc2)C(=O)C1N=O (stereo not drawn)	0.6
Cc1ncc([N+](=O)[O-])n1CC(=O)Nc1ccc(F)c(F)c1	1.7
NC(=O)c1cc(-c2ccccc2)sc1NC(=O)CN1CCCCC1	-1.6
CC(C)(C)NC(=O)NC(=O)COc1ccc(Br)cc1Br	-1.4
CSc1nc2ncc(C(=O)O)c(N)n2n1	-1.2
CN(C)C(CNC(C(=O)Nc1ccc([N+](=O)[O-])cc1Br)c1ccccc1)c1ccccc1 (stereo not drawn)	-0.5
O=C(CNC(=O)c1ccco1)OCc1ccccc1Cl	10.7*
COc1cccc(C(=O)N2CCN(S(=O)(=O)Cc3ccccc3)CC2)c1OC	-1.9
COc1cc2c(cc1OC)C(C1C(=O)CC(C)(C)CC1=O)N(C(=O)CCl)CC2 (stereo not drawn)	1.3
N#CCCN(C(=O)Nc1ccccc1)C1CCCCC1	2.3
CCOC(=O)c1c(C)[nH]c(C2=NNC(=Nc3ccccc3)SC2)c1C	-2.2
C=CCSC1=C(C#N)C(c2cccc(OC)c2)CC(=O)N1 (stereo not drawn)	0.2
COc1cc2c(cc1OC)C(C)N(S(=O)(=O)c1ccc(Cl)nc1)CC2 (stereo not drawn)	2.0
O=C(Cc1ccc(F)cc1)NC1CCCC1	2.4

More structures
SMILES	TTR transcr act
COc1cccc(NC(=O)CN2C(=O)COc3ccc(S(=O)(=O)N4CCCCCC4)cc32)c1	0.4
Cc1ccc(C)c(N2CCN(C(=O)CCc3nc(-c4cccc(Br)c4)no3)CC2)c1	1.2
COc1ccc(CCn2cnc(=O)c(C#N)c2C)cc1OC	0.3
CCCOc1ccccc1NC(=O)CC1Nc2ccccc2NC1=O (stereo not drawn)	-1.4

No new results follow: 3 of the compounds above.
SMILES	TTR transcr act
O=C(Cc1ccc(F)cc1)NC1CCCC1	2.4
COc1cccc(NC(=O)CN2C(=O)COc3ccc(S(=O)(=O)N4CCCCCC4)cc32)c1	0.4
Cc1ccc(C)c(N2CCN(C(=O)CCc3nc(-c4cccc(Br)c4)no3)CC2)c1	1.2

This is a subset; the hit share may differ from the screen's.
